Bioassay records: PubChem BioAssay, National Center for Advancing Translational Sciences (NCATS)
BAZ2B inh – inhibitors of human BAZ2B bromodomain; Q9UIF8; AlphaScreen BAZ2B-H3K14Ac peptide displacement; Potency, µM (highest dose often 114 µM), inactives show at the highest dose activity change, negative = inhibition, most hits filed as inhibitors; hit rate 4.4% among 360,000; note: nearly all actives have a fitted effect of over 60% in size
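AlphaScreen luminescence quantifies BAZ2B engagement of H3K14Ac peptide; the protein and biotinylated peptide are both at 50 nM final, buffer PBS pH 7.4 with 0.01% Tween-20, all steps at room temperature.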
BLM helicase inh – inhibitors of human Bloom syndrome helicase BLM; P54132; recombinant BLM DNA unwinding, fluorescence dequenching; Potency, µM (highest dose often 56.1 µM), for the others: at the highest dose activity change, negative = inhibition, most hits filed as inhibitors; hit rate 0.2% among 350,000; AID 2528;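 note: plate controls were vehicle for no effect and no enzyme for full effect; nearly all actives have a fitted effect of over 35% in size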
Target sequence (P54132 whole entry, looked up): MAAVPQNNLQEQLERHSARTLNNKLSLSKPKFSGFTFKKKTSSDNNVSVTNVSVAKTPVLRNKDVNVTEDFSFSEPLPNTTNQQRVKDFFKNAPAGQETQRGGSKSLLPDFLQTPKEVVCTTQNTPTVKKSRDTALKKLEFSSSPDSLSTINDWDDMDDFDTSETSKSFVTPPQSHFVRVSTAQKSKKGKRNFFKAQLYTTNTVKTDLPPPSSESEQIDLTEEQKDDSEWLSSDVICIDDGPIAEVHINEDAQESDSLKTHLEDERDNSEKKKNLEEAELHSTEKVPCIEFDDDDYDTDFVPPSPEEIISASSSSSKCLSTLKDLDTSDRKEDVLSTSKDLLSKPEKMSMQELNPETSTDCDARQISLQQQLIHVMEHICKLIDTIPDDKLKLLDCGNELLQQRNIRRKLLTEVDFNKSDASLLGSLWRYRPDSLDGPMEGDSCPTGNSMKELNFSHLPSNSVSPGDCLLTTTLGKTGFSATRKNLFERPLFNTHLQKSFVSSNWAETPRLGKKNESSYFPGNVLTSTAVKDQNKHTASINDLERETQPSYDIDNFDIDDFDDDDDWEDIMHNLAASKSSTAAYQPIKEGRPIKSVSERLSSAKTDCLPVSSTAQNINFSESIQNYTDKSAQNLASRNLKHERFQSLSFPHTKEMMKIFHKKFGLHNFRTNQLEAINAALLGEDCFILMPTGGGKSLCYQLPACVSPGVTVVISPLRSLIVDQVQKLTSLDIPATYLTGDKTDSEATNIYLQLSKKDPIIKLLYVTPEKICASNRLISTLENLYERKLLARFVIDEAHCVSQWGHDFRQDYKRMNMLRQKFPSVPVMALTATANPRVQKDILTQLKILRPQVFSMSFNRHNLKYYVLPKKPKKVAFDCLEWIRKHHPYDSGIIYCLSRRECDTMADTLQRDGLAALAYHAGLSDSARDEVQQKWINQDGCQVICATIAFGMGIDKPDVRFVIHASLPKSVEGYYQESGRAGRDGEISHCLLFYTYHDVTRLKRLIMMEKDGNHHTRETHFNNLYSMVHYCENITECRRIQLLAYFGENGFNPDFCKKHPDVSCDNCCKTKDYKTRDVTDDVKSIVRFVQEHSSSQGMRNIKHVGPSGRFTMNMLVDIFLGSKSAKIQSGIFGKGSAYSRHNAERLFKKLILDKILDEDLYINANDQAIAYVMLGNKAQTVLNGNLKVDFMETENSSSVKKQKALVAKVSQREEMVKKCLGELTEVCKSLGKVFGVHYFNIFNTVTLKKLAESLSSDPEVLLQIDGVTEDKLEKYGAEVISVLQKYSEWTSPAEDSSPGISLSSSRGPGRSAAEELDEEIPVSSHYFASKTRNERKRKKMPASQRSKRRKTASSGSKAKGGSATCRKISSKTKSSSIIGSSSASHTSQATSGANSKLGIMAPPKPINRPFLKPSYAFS
G9a inh – G9a (human) methyltransferase inhibition. hit rate 8.8% among 350,000. Potency, µM (titrated, usually from 102 µM), for inactives: at the highest dose activity, negative = inhibition, actives largely listed as inhibitors. Q96KQ7. G9a H3K9 monomethylation, AlphaScreen, 2 h. AID 504332; note: nearly all actives have a fitted effect of over 75% in size
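Enzyme 20 nM + cpd, 15 min RT; add b-H3K9 pep 500 nM / SAM 20 uM; 2 h RT; anti-H3K9me1 Ab 0.5 ug/mL + SA donor / anti-rabbit acceptor beads 20 ug/mL each, 10 min; AlphaScreen read.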
Active calls of the source: *; ? = inconclusive; & = joins results of further samples; [ ] = dose if it differs, or a comment. Calls come from the whole dose curve; as a rule, active = well fitted curve in the direction sought with a large enough effect; inconclusive = small, poorly fitted or top-dose-only effect, or another doubt; inactive = no such curve, though single readings can be large; an effect the other way counts as inactive or inconclusive. Unless noted, % is set by controls: 0 for no effect and ±100 for the full control effect; potency is the fitted concentration of half-maximal effect. A portion of the library, so the mix of outcomes need not match the whole.

SMILES	BAZ2B inh	BLM helicase inh	G9a inh
COc1cccc(C2C(C(C)=O)=C(O)C(=O)N2CCNCCO)c1 (configuration not stated)	-17%	-1%	24%[12.7 µM]
O=C(Nc1cccc(F)c1)c1ccc(-c2ccccc2C(F)(F)F)o1	2%	-14%	45µM*
CC1CCC(NC(=O)CN2C(=O)C3CCCN3c3ncc(Cl)cc32)CC1 (configuration not stated)	6%	-8%	?
COc1ccc(S(=O)(=O)N2CCC(N3CCN(c4ccccc4)CC3)CC2)cc1	-18%	-3%	34%[0.501 µM]
CNC(=O)COC(=O)c1ccc2c(c1)NC(=O)C1CCCN21 (configuration not stated)	?	-7%	?
CCC1=NN2C(=N)/C(=C\c3ccc(OCCOc4ccccc4)c(OC)c3)C(=O)N=C2S1	-4%	-14%	-73%
C/C=C/C(=O)N1CC2(CC(c3cccc(NC(=O)CCCCC)c3)=NO2)C[C@H]1C(N)=O (some centres not stated)	?	-2%	0%[12.7 µM]
CCn1cc(C(=O)Nc2ccccc2C(=O)OC)c(=O)c2ccc(C)nc21	6%	-1%	-22%
Oc1ccc(/C=N/N(c2ccccc2)c2ccccc2)c(O)c1O	25µM*	-20%	14µM*
CCOc1ccc2[nH]c3c(NCCN(C)C)ncnc3c2c1	6%	1%	-42%
O=C(NCCc1ccc(F)cc1)c1cc(-c2ccncc2)nc2ccccc12	-13%	-8%	-17%
O=C(CCCSc1nnnn1-c1ccccc1)c1ccc(F)cc1	36%[activator]	-5%	139%[activator]
COc1ccc(NC(=O)Cc2nn(C)c(=O)c3ccccc23)c2ncccc12	3%	0%	-8%[59 µM]
CC1CCN(c2nc3c(c(=O)[nH]c(=O)n3C)n2CCSc2nc3ccccc3o2)CC1	-3%	-2%	10%[59 µM]
COc1ccc2[nH]cc(C(=O)CN3CCCCC3C)c2c1 (configuration not stated)	12%	2%	-4%
O=S(=O)(NCc1cccs1)c1ccc(Br)s1	1%	-8%	-10%
COc1ccc(S(=O)(=O)Nc2nc3ccccc3nc2Nc2ccc3c(c2)OCO3)cc1	-29%	0%	-6%[59 µM]
CN1Cc2cc(C(=O)c3cc(Cl)cc(CSc4ncccn4)c3O)cnc2NC1=O	-30%	0%	50µM*
CCOC(=O)c1[nH]c(C)c(/C(O)=C2\C(=O)C(=O)N(CCCN(C)C)C2c2ccncc2)c1C (configuration not stated)	-2%	-2%	17%[59 µM]
CCOC(=O)N1CCC(NC(=O)c2ccc3c(c2)sc2nc(-c4ccc(OC)cc4)cn23)CC1	2%	-3%	-24%
Cc1ccn2c(c1)nc(=S)n2C(=O)c1ccco1	-2%	2%	10µM*
CCc1c(C(C)O)oc2ccc3c(C)cc(=O)oc3c12 (configuration not stated)	-3%[57.1 µM]	3%	48%[activator]
Cc1ccc(CN2CCc3c(OCC(=O)Nc4cccc(C)c4C)cccc3C2=O)cc1	5%	-7%	7%[59 µM]
CCOC(=O)c1cc(C(=O)c2ccccc2O)cn2c(=O)c3c(C)c(C)sc3nc12	?	-12%	-129%[59 µM]
CCCOc1ccc(C(=O)NC(=S)Nc2nc3ccc(C)cc3s2)cc1	-4%[57.1 µM]	-1%	16%
CCOC(=O)c1cnn(-c2cc(C)nc3c(-c4ccc(Cl)cc4)c(C)nn23)c1N	-5%	-2%	17%[0.0925 µM]
COc1ccc(O[C@H]2C=C[C@@H](c3ccccc3)O[C@@H]2COC(=O)CC/C(C)=N/O[C@@H](C)c2cc(-c3c(C)cc(C)cc3C)no2)cc1	-5%	-3%	-20%
Cn1c(=O)c2c(nc(Br)n2Cc2c(F)cccc2Cl)n(C)c1=O	-3%	3%	27%
COCCN1C(=S)N[C@@H](c2cccc(F)c2)C(C(=O)OC)=C1C	-39%	-5%&-2%	19%[12.7 µM]
C=CCC(NCc1ccco1)c1ccc(OC)cc1OC (configuration not stated)	6%	2%	2%[12.7 µM]

6 entries from above, with values under each structure:
The line under a structure holds: BAZ2B inh, BLM helicase inh, G9a inh
CCOC(=O)c1cnn(-c2cc(C)nc3c(-c4ccc(Cl)cc4)c(C)nn23)c1N
 : -5%, -2%, 17%[0.0925 µM]
C=CCC(NCc1ccco1)c1ccc(OC)cc1OC (configuration not stated)
 : 6%, 2%, 2%[12.7 µM]
Cc1ccc(CN2CCc3c(OCC(=O)Nc4cccc(C)c4C)cccc3C2=O)cc1
 : 5%, -7%, 7%[59 µM]
CNC(=O)COC(=O)c1ccc2c(c1)NC(=O)C1CCCN21 (configuration not stated)
 : ?, -7%, ?
Cc1ccn2c(c1)nc(=S)n2C(=O)c1ccco1
 : -2%, 2%, 10µM*
O=S(=O)(NCc1cccs1)c1ccc(Br)s1
 : 1%, -8%, -10%

Record cards, from the list above.
Cc1ccc(CN2CCc3c(OCC(=O)Nc4cccc(C)c4C)cccc3C2=O)cc1 as listed: BAZ2B inh: 5%; BLM helicase inh: -7%; G9a inh: 7%[59 µM]
Cn1c(=O)c2c(nc(Br)n2Cc2c(F)cccc2Cl)n(C)c1=O as listed: BAZ2B inh: -3%; BLM helicase inh: 3%; G9a inh: 27%

(next part)
SMILES	BAZ2B inh	BLM helicase inh	G9a inh
Cc1ccc(C2(C)NC(=O)N(CC(=O)NC(=O)NC3CCCC3)C2=O)cc1 (configuration not stated)	-8%	1%	0%[12.7 µM]
CC(C)n1cc(/C=N/Nc2ccc(Cl)c(C(=O)O)c2)c2ccccc21	45µM*	-16%	10µM*
CCCCC1=CC2=C(c3ccco3)C(=O)C(C)(OC(=O)c3ccc(OC)cc3)C(=O)C2=CN1Cc1ccc(OC)cc1 (configuration not stated)	?	-1%[12.4 µM]	-40%[59 µM]
COc1cccc(-c2c(C#N)c(N)nc3c2c(=O)nc2sccn23)c1	-16%	-2%	6%
Cc1cc(C)c(OCC(=O)Nc2ccc(N3CCOCC3)cc2)c(Br)c1	-6%	-2%	4%
O=C(N/C(=C/c1cn(-c2ccccc2)nc1-c1ccccc1)C(=O)N1CCOCC1)c1ccccc1	-5%	4%	-1%[59 µM]
O=S(=O)(Nc1cc(Sc2cccc3cccnc23)c(O)c2ccccc12)c1ccccc1	?	-16%	1.6µM*
CCC(NC(=S)NC1CCCCC1)c1ccccc1 (configuration not stated)	-20%	-5%	73%[activator]
CCCCCCN(C(=O)CCCCCN1C(=O)NC(c2ccc([N+](=O)[O-])cc2)C(C(=O)OCc2ccccc2)=C1C)C(C(=O)NCCCC)c1ccc(OCC(=O)OC)c(C(=O)OC)c1 (configuration not stated)	-2%	-7%&-5%	-6%[12.7 µM]
Cc1sc2ncnc(SCC(=O)c3ccc(Cl)s3)c2c1C	31%[activator]	5%	-21%
O=C(NNC(=O)c1ccccc1C(=O)O)c1ccc(-c2ccccc2)cc1	-18%	2%	-4%
Cc1cccc(CCNC(=O)c2cc(=O)[nH]c3ccc(Br)cc23)c1	-2%	3%	-6%
CC(C)C(NC(=O)C12CC3CC(CC(C3)C1)C2)C(=O)NC1=NCCS1 (configuration not stated)	-29%	2%	43%[12.7 µM]
CCCCn1c(=O)c(C(=O)N/N=C/c2ccc(F)cc2)c(O)c2ccccc21	-2%	2%	4%[12.7 µM]
Nc1nc2nc(SCC(=O)N3CCCc4ccccc43)[nH]c2c(=O)[nH]1	-7%	-12%	79µM*
COc1ccc2nc(NC(=O)/C=C/c3ccc4c(c3)OCO4)sc2c1	8%	1%	15%[59 µM]
C/C(=N\NC(=O)C1CC1)c1cccc(NC(=O)c2cccc(Cl)c2)c1	-19%	3%	-5%
CCOC(=O)C1=C(N)n2c(s/c(=C\c3cccnc3)c2=O)=C(C(=O)OCC)C1c1cccnc1 (configuration not stated)	12%	1%	-4%
Cc1ccc2[nH]c3c(N4CCCCCC4)ncnc3c2c1	3%	0%	1%[59 µM]
COC(=O)c1cccc(Cn2cc([N+](=O)[O-])cn2)c1	-19%	-2%	0%
O=[N+]([O-])c1cc(/C=N\Nc2nccs2)ccc1O	4µM*	28µM*	-6%[2.33 µM]
COC(=O)CSc1ncnc2c1sc1nc(-c3ccco3)c3c(c12)CC(C)(C)OC3	50µM*	1%	?
Cc1ccnc(NC(=O)c2c(O)c3ccccc3n(C)c2=O)c1	-5%	-9%	6%
Cc1cccc(C(=O)NC2CCCc3ccccc32)c1 (configuration not stated)	-1%	-2%	30%
CCc1ccc(N2C(=O)c3cc(N4CCOCC4)c([N+](=O)[O-])cc3C2=O)cc1	6%	-3%	-9%[59 µM]
Cc1cc2c(c(=O)o1)C1O[C@](c3ccsc3)(Cc3ccccc31)O2	?	-9%[12.4 µM]	?
COc1ccccc1C(=O)NCC(=O)Nc1cccnc1	-15%	1%	3%
COc1cccc(C2C3=C(N=c4s/c(=C\c5ccccc5O)c(=O)n42)c2ccccc2CC3)c1OC (configuration not stated)	?	-1%	?
COc1ccc(C2C=C(c3ccc(Br)cc3)Nc3nc(NS(C)(=O)=O)nn32)cc1 (configuration not stated)	3%	1%	?
CCOC(=O)CNC(=O)c1cc(C)oc1C	-3%	-1%	?

An excerpt from above in order of SMILES length, low to high:
SMILES	BAZ2B inh	BLM helicase inh	G9a inh
COc1ccccc1C(=O)NCC(=O)Nc1cccnc1	-15%	1%	3%
CCc1ccc(N2C(=O)c3cc(N4CCOCC4)c([N+](=O)[O-])cc3C2=O)cc1	6%	-3%	-9%[59 µM]
COc1cccc(C2C3=C(N=c4s/c(=C\c5ccccc5O)c(=O)n42)c2ccccc2CC3)c1OC (configuration not stated)	?	-1%	?

New compounds follow.
SMILES	BAZ2B inh	BLM helicase inh	G9a inh
COC(=O)/C(=C(/F)SCC(C)=O)C(F)(F)F	-30%	-2%	16µM*
COC(=O)c1ccccc1NC(=O)CN1C(=O)C2CCCN2c2ncc(Cl)cc21 (configuration not stated)	9%	-9%	?
Fc1ccccc1/C=N/Nc1nc(-c2ccccn2)nc2ccccc12	-37%	-2%	32%[12.7 µM]
CC1(C)CC(=O)C2=C(C1)Nc1ccccc1N=C2	-30%	-4%	8.9µM*
O=c1[nH]c(-c2ccc(Cl)cc2)nc2c1cnn2-c1ccccc1	-2%	0%	19%[59 µM]
CCN(CC)c1ccc(/C=C(\C#N)c2nc(-c3cccs3)c(NC(C)=O)s2)cc1	20µM*	5%	10µM*
N#Cc1ccc(C23CC4(C2)[C@H](CN(CC2CCCCC2)[C@@H]4c2ccccc2)C3c2ccc(C(F)(F)F)cc2)cc1 (some centres not stated)	-14%	0%&-8%	?
C/C(=N\Nc1ncc(Cl)cc1Cl)c1cccs1	-38%	-4%	-2%
COc1ccc(NC(=O)CCl)cn1	79µM*	-17%	28µM*
N#C/C(=C\c1sc(N2CCOCC2)nc1-c1ccccc1)C(=O)Nc1cccc2ccccc12	7%	-7%	17%[59 µM]
COc1cc(/C=N/NC(=O)c2cncc(Br)c2)ccc1OC(=O)c1ccc2c(c1)OCO2	-28%[57.1 µM]	-7%	54%[activator]
Cc1csc(NC(=O)c2ccc(C(=O)Nc3nc(C)cs3)cc2)n1	3%	-3%	7%
N#Cc1cc(NC(=O)c2ccc(F)cc2)c(=O)n2c1[nH]c1ccccc12	-12%	-14%	3.5µM*
Brc1ccccc1-c1nc(-c2ccccc2)no1	186%[activator]	-4%	123%[activator][59 µM]
COc1cc(C2C(C#N)=C(N)Oc3cc(C)n(Cc4ccccn4)c(=O)c32)cc2c1OCO2 (configuration not stated)	?	-2%	50µM*
NC(=O)C[C@@H]1NC(=O)c2cc([N+](=O)[O-])cc(F)c2NCCCC[C@@H](C(N)=O)NC(=O)[C@H](CO)NC1=O	?	-8%	50µM*
CSc1ncc(Cl)c(C(=O)Nc2sc3c(c2C(=O)NCc2ccco2)CCCC3)n1	-8%	-5%	?
CCC(=O)Nc1nc(C)c(-c2csc(Nc3ccc(S(=O)(=O)Nc4cc(C)on4)cc3)n2)s1	-5%	-2%	50µM*
CCCOc1ccc(/C(O)=C2/C(=O)C(=O)N(CCCN3CCOCC3)C2c2ccncc2)cc1 (configuration not stated)	?	-2%	14µM*
CCCCn1c(=O)c(CCC(=O)OCC(=O)Nc2ccc(C)c(Cl)c2)nc2ccccc21	-7%	1%	21%[59 µM]
Cc1ccc(-c2cc(=O)c3cc(Cl)ccc3[nH]2)cc1	-2%	-4%[120 µM]	8%
CCn1c(SCc2nnc(-c3ccccc3)o2)nc2c1c(=O)n(C)c(=O)n2C	-15%	0%	8%[2.33 µM]
CCc1ccccc1NC(=S)Nn1cnnc1	-26%	-1%	10µM*
CN1C(=O)N(C)C2(c3ccccc3)Nn3c(s/c(=C/c4ccccc4F)c3=O)=NC12c1ccccc1 (configuration not stated)	4%	1%	?
COC(=O)C1=C(C)N=c2s/c(=C3\C(=O)Nc4ccccc43)c(=O)n2C1c1ccccc1 (configuration not stated)	7.9µM*	3%	7.9µM*
N#CCOc1ccc2oc(-c3ccco3)cc(=O)c2c1	1%	-15%	-42%
Cc1cc(C)c2[nH]c(=O)c(CN(C(=O)C3CCCO3)C3CCCC3)cc2c1 (configuration not stated)	10%	0%	?
CC(C)N(C(=O)Cn1cnc2cc([N+](=O)[O-])ccc2c1=O)C(C)C	-18%	-3%	-2%
Cc1ccc(NC(=S)Nn2cnnc2)c(C)c1	?	4%	10µM*
